Compound activity deposited in PubChem BioAssay by several laboratories.
HSP90 inh – inhibitors of HSP90 luciferase refolding in rabbit reticulocyte lysate; inhibition, % at 5.6 µM; luciferase refolding luminescence, 3 h; 290,000 tested, 0.91% active; AID 1789;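 active = inhibition above the screen-wide mean plus 3 SD, computed separately per campaign, cut at about 16% in these data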;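 also: 0% = DMSO wells and 100% = 60 µM geldanamycin wells; inhibitors lower the luminescence because luciferase stays unfolded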
HIF activator – HIF pathway transcriptional activation. U2OS HRE-luciferase reporter, luminescence; normalized: DMSO 0%, desferrioxamine 100%. activation, % at 7.5 µM (by protocol). 300,000 tested, 0.32% active. AID 1910;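 active = mean activation of at least 10% of the iron chelator positive control signal, with at least half of replicates also reaching 10%; inconclusive = mean and replicate majority disagree about reaching 10%; inactive = mean and most replicates under 10%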
AI-2 QS modul – modulates the Vibrio harveyi AI-2 quorum sensing system; AID 2094; 300,000 tested, 0.4% active; Vibrio harveyi JMH597 AI-2 luminescence/OD600 ratio, 9 h; active compounds read low; strain lacks LuxN and CqsS sensors; 0 = neutral-control median; activity change, % at 7.5 µM; in the data active = activity change below about -75%, passing the limit was not always enough; inconclusive = no clear call, values can overlap the other calls;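 also: luminescence divided by OD600 gain over 9 h not by final OD600 alone; inactives centre near 13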
KLF5 inh – suppresses KLF5 promoter-driven expression. DLD-1 KLF5 promoter-luciferase reporter, luminescence. inhibition, % at 5 µM. 290,000 tested, 0.23% active;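 active = inhibition above a per-plate limit of that plate's mean compound inhibition plus 3 SD, cut at about 60% in these data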;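 also: 0% = DMSO wells and 100% = LY294002 at 200 µM; higher means less KLF5 promoter-driven luciferase light; inactives centre near -14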
HSF-1 act – increases HSF-1 driven luciferase reporter signal; NIH3T3-HGL HSF-1 luciferase reporter, MG132, 8 h; 100% = twice DMSO control signal; 300,000 tested, 1.7% active; AID 504408; activation, % at 9 µM;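 active = mean replicate activation of at least 50% with a set share of replicates each reaching 50%; inconclusive = only one of those two conditions met; inactive = mean below 50% and too few replicates reaching it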;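 also: 0% = median of the neutral control wells and 100% = twice that signal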
HSF1 inh – HSF1 inhibition; 300,000 tested, 0.77% active; activity change, negative = inhibition, % at 7.5 µM (by protocol); NIH3T3-HGL HSE-luciferase, MG132-induced, luminescence 8 h; active compounds read low;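 active = more than half of replicate wells show activity change below -50%, luminescence cut by over half; inconclusive = some wells, but at most half, below -50%; inactive = no replicate well below -50%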;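 also: luciferase reports HSF-1 transcriptional activity via heat shock element; 0% = median of DMSO wells and -100% = zero luminescence signal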
aSyn UTR inh – MLPCN primary screen, SNCA 5' untranslated region | alpha-synuclein 5'UTR reporter, inhibitor activity | inhibition, % (tested at 7.5 µM) | 300,000 tested, 0.82% active | AID 1813; in the data active = inhibition above about 60%; inconclusive = no clear call, values can overlap the other calls;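 also: H4 neuroglioblastoma cells stably carrying SNCA 5'UTR luciferase fusion; 0% = DMSO wells and 100% = positive control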
IEC-6 cytotox – kills IEC-6 intestinal cells in KLF5 counter-screen; IEC-6 cytotoxicity, luminescence viability; 290,000 tested, 0.78% active; AID 1825; inhibition, % at 5 µM; in the data active = inhibition above about 22%;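 also: 0% = plate median of test compound wells and 100% = cytotoxic reference compound wells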
GSK3beta inhib – blocks human GSK3beta kinase activity. AID 2097. activity score (negative = inhibition), % at 10 µM. 300,000 tested, 0.038% active. GST-GSK3beta kinase, ADP-Glo luminescence, 60 min; active compounds read low. P49841;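 active = more than half of replicate wells score below -50%, meaning over 50% inhibition versus plate controls; inconclusive = some replicates but at most half score below -50%; inactive = no replicate scores below -50%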;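 also: 0% = median DMSO wells and -100% = median GW8510 positive control wells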
Target sequence (P49841 whole entry, looked up): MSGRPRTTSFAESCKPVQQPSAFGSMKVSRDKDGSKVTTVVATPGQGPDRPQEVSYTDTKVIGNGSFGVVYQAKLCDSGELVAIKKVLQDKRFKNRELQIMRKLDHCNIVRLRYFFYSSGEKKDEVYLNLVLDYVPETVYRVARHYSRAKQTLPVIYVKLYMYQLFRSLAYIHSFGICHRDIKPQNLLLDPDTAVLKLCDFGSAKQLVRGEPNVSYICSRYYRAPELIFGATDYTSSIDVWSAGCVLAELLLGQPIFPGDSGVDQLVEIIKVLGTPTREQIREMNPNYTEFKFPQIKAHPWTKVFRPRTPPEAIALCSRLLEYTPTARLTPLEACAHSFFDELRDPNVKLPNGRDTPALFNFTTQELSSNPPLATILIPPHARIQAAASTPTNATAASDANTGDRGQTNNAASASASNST
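Assay system: GST-fused GSK3beta enzyme, cell-free / Medium: Tris pH 7.5 buffer with MgCl2, DTT, BSA, heparin / Also added: peptide substrate plus 25 µM ATP (final) / Compound: 10 µM single point / Timing: kinase reaction with compound 60 min at room temperature / Detection: ADP-Glo luminescence / Benchmarks: DMSO neutral wells and GW8510 at 20 µM as positive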
GSK3A inh – inhibitors of human GSK-3 alpha kinase | 320,000 tested, 0.1% active | ADP-Glo luminescence, 60 min | P49840 | AID 2650 | inhibition, % at 10 µM;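 in the data active = inhibition above about 50%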;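 also: GST-tagged GSK-3 alpha with peptide substrate and 25 µM ATP; 0% = DMSO neutral wells and 100% = GW8510 positive control wells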
Target sequence (P49840 whole entry, looked up): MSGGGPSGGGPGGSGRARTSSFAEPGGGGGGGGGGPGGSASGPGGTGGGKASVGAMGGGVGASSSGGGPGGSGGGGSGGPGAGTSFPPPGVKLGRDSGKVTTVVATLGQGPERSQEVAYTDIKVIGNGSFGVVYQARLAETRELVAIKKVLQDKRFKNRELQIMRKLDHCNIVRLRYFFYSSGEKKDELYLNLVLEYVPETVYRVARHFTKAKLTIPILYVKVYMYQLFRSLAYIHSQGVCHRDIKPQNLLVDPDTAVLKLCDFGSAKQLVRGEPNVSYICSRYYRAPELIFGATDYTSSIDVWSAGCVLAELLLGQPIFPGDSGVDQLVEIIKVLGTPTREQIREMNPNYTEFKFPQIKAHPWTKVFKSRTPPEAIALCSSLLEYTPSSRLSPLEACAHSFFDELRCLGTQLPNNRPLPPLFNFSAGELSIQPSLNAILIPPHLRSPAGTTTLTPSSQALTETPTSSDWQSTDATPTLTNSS
Active calls of the source: *; ? = inconclusive; . = no result given. Outcome played no part in choosing rows, and some 4.7% of all compounds hit somewhere here.

compound	HSP90 inh	HIF activator	AI-2 QS modul	KLF5 inh	HSF-1 act	HSF1 inh	aSyn UTR inh	IEC-6 cytotox	GSK3beta inhib	GSK3A inh
COc1ccc(C(C(=O)NC(C)(C)C)N(C(=O)CNC(=O)c2cccs2)c2cccnc2)cc1OC (stereo unspecified)	2	0.0	8	-16	0	1	-10	4	0	-1
COc1cc(OC)cc(-c2nc3ccccc3c(=O)n2OC(=O)c2ccc(Br)cc2)c1	3	0.1	16	16	-2	-3	-6	9	1	1
O=C(O)CCn1ccnc1-c1ccccc1	4	0.0	2	-1	-3	-10	2	-3	0	-1
Cc1ccc(N2CC(C(=O)N3CCC(C(=O)NCCCOC(C)C)CC3)CC2=O)cc1 (stereo unspecified)	-2	0.7	12	-49	5	-5	-3	2	1	-1
c1ccc(COc2cccc(CNCc3ccccn3)c2)cc1	4	0.7	5	-41	.	.	-9	4	0	2
COc1ccccc1C(=O)NCCC(=O)Nc1ccncc1	.	-0.2	17	.	-3	-3	1	.	1	-1
COc1ccccc1-n1cnc2cc(NCc3ccco3)ccc21	1	1.4	28	56	20	8	?	80*	2	2
Cc1cc(N=Cc2c(O)ccc3ccccc23)no1	7	-0.4	17	-22	5	-6	-18	9	0	1
O=c1cc(C(F)(F)F)nc(-c2ccccc2OC(F)(F)F)[nH]1	1	0.0	25	-55	-4	0	-17	3	-3	-1
C=C(C)c1cccc(C(C)(C)NC(=O)N2CCCC(C(N)=O)C2)c1 (stereo unspecified)	0	-0.3	23	13	0	-3	1	1	-4	-1
C=CCC1NS(=O)(=O)OC(COC)C1C (stereo unspecified)	-8	-0.2	11	-6	-4	-9	7	-5	-3	0
COCCCNC(=O)Cn1cc2c(n1)CCCCC2	-1	0.0	26	-3	10	0	-10	6	-5	.
COc1ccc(CCNS(=O)(=O)c2ccc3c(c2)OCCO3)cc1	-2	0.0	31	-13	-7	-1	-1	-8	1	7
C=CCN(Cc1nc(-c2ccc(OC)c(OC)c2)oc1C)C1CCS(=O)(=O)C1 (stereo unspecified)	5	0.9	3	-20	-2	3	-8	5	-1	0
Cc1cc(C)c(/C=C(\C#N)S(=O)(=O)c2ccccc2)[nH]1	2	-0.4	-1	-19	21	-1	3	9	0	-10
COc1ccc(NS(=O)(=O)c2cccc(C(=O)N(C)CC(=O)Nc3ccc(C)cc3)c2)cc1	.	-0.3	12	.	20	2	11	.	2	-1
COC(=O)c1ccc(S(=O)(=O)NCc2ccco2)o1	6	0.1	22	-35	-1	1	14	-3	1	-2
O=C(CCC1CCCN(C(=O)c2cc(C3CC3)[nH]n2)C1)N1CCN(c2ccccn2)CC1 (stereo unspecified)	-4	0.4	20	5	13	1	4	-6	-2	-1
CC1(C)CC(=O)C2=C(C1)NC(=O)CC2c1ccc(N(CCC#N)CCC#N)cc1 (stereo unspecified)	0	-0.4	33	-10	-20	-10	-7	-2	0	-3
O=C(Nc1ccc2c(c1)OCO2)C1CCCN1C(=O)OCc1ccccc1 (stereo unspecified)	-3	-0.9	-9	-32	-31	-14	13	0	-3	0
CCN(Cc1ccccc1)C(=O)CCNS(=O)(=O)c1ccc2c(c1)CC(C)N2C(C)=O (stereo unspecified)	-6	69*	17	-2	24	17	13	-7	2	0
Cc1ccccc1NS(=O)(=O)c1ccc(C(=O)NN2CCCCC2)cc1	4	-0.6	10	3	-25	-8	17	2	-4	-3
COc1cc(OC)cc(C(=O)OCc2ccc([N+](=O)[O-])cc2)c1	-1	-0.2	15	-14	15	6	-10	-8	0	0
O=C(O)C1CC=CCC1C(=O)NCCc1ccccc1 (stereo unspecified)	2	0.9	-1	-22	12	-5	11	-2	-2	-10
O=C(Nc1ccc(F)cc1)Nc1ccc(N2CCCC2)c(S(=O)(=O)Nc2ccccc2Cl)c1	-4	0.1	27	10	4	2	11	5	-2	-1
CCc1c(C)nc(SCC(=O)Nc2cccc(Br)c2)[nH]c1=O	2	-0.7	41	-5	57*	21	16	-3	-4	-3
Cc1nn(-c2ccccc2)c(C)c1C(=O)NNC(=O)C(F)(F)F	-2	-0.1	2	7	-16	-5	-17	1	2	-1
CCOC(=O)c1cc(-c2ccccc2)sc1NC(=O)CSc1nnnn1C	1	-0.3	12	15	18	8	23	8	3	-2
CC1=CC2=NC(=O)CC(C)(C(=O)N(CC(=O)NC(C)(C)C)Cc3cccs3)N2C=C1 (stereo unspecified)	3	-0.1	6	0	-8	-5	22	7	-6	0
CCOC(=O)CSc1nnc([C@H](C)NC(=O)OC(C)(C)C)o1	2	-0.1	16	-2	-11	-4	10	5	1	0
COc1ccccc1C(=O)OCC(=O)Nc1cc(S(=O)(=O)N2CCOCC2)ccc1N1CCCC1	1	-0.1	4	-18	18	3	13	-2	-2	0
CC1CC(C)(C)N2C(=O)C(=C(C#N)C#N)c3cccc1c32 (stereo unspecified)	6	-0.3	8	-10	-7	-7	13	6	3	-4
CCOC(=O)N/N=C\c1ccc([N+](=O)[O-])o1	-1	-0.7	-89*	18	6	-4	16	1	1	-1
Cc1cc(C)c(NC(=O)CSc2nnc(-c3ccncc3)n2Cc2ccco2)c(Cl)c1	3	-0.3	4	-24	-62	?	-2	3	2	1
Cn1ncc([N+](=O)[O-])c1C(=O)Nc1nccs1	-1	-0.3	37	1	4	4	18	-4	1	-2
CC(NC(=O)NC(N)=O)(C(F)(F)F)C(F)(F)F	3	.	11	-23	-10	-7	-5	5	3	-2
CN(C)c1ccc(NC(=O)c2ccc(N3CCOCC3)nc2)cc1	-1	2.3	17	-45	6	11	-62	2	-2	-2
COC(=O)c1cccc(NS(=O)(=O)c2ccc(OC)c(OC)c2)c1C	7	-0.2	28	-19	-15	-3	19	5	2	4
COC(=O)CCC(=O)Nc1ccc(C)cc1OC(=O)CCC(=O)OC	-2	-0.7	1	0	21	-1	-2	2	1	-6
Brc1ccc(-n2cnc(-c3ccccc3)c2)cc1	4	2.2	-35	-184	78*	46	-136	-2	-2	-1
CCn1c(SCC(=O)Nc2cc(C)ccc2C)nc2c(c1=O)SC(C)C2 (stereo unspecified)	-7	-0.1	-7	-18	10	-2	7	-2	1	0
CCn1ccnc1CNC(=O)c1cc(COc2ccc(F)cc2F)on1	0	0.5	21	5	-7	3	-7	-4	2	-1
Cc1cccc(COC(=O)Nc2ccc(NC(=O)c3ccccc3Cl)cc2)c1	3	-0.7	0	-7	-2	-3	18	4	3	2
CCOC(=O)C1CCCN(Cc2cc(Br)ccc2OC)C1 (stereo unspecified)	5	.	.	3	.	.	.	15	.	-2
COc1ccc(CC(=O)Nc2c(C(=O)N3CCN(c4ncccn4)CC3)oc3ccccc23)cc1OC	2	-0.2	16	2	4	4	7	-6	3	-3
CN(C)CCOCCSc1ccc(Cl)cc1	4	0.0	21	5	-7	0	-3	6	5	-3
CCOC(=O)C1CCCN(S(=O)(=O)CCNC(=O)c2ccc3c(c2)OCO3)C1 (stereo unspecified)	.	-0.3	5	.	3	-3	7	.	-1	-1
CC1(C(=O)NNC(=O)c2ccc(=O)oc2)CC1Br (stereo unspecified)	1	0.6	25	4	5	-3	-5	-3	7	-2
O=C(c1noc2c1CCCC2)N1CCOCC1	5	0.1	8	0	-6	3	17	2	3	1
CCOC(=O)c1nnn(-c2nonc2N)c1CSc1ccccc1	-2	0.3	-5	-32	2	-11	-8	-8	-35	42
O=C1/C(=C2\C(=O)N(Cc3ccc(F)cc3)c3ccccc32)SC(=S)N1CCS(=O)(=O)O	1	0.1	23	-10	4	4	-25	-4	2	-5
COc1cc(/C=C/C(=O)NCCN2CCOCC2)cc(OC)c1OC	-3	-0.1	-3	-22	-10	-2	21	1	1	-1
Brc1ccccc1OCCN1CCCC1	.	-0.3	23	.	-1	-9	-14	.	-1	2
Cn1cccc1P(=O)(c1cccn1C)c1cccn1C	4	-0.2	20	-44	6	6	4	-4	-2	0
O=C(NCc1ccccn1)c1cc2ccccn2n1	-5	0.4	25	-37	-5	-7	-15	-3	1	-1
O=C(CCN1C(=O)/C(=C/c2ccccc2)SC1=S)N1CCCCCC1	0	1.1	13	12	26	8	-62	13	-4	-1
COc1ccc(N2CCN(C(CNC(=O)C(=O)NCc3ccncc3)c3ccco3)CC2)cc1 (stereo unspecified)	-2	0.6	5	-26	-62	?	7	-1	-1	0
COc1ccc(Nc2nc(C(=O)N(CCO)Cc3ccccc3)cs2)cc1	-2	0.5	22	-2	-2	2	20	8	2	0
O=C(CCN1C(=O)COc2ccccc21)N1CCN(c2ccccn2)CC1	4	-0.3	13	-11	35	7	-17	-1	-5	-3
COC(=O)c1cc(C)nc(Sc2ccccc2N)n1	2	1.8	-1	-13	-13	-4	12	-4	5	0

Further records.
compound	HSP90 inh	HIF activator	AI-2 QS modul	KLF5 inh	HSF-1 act	HSF1 inh	aSyn UTR inh	IEC-6 cytotox	GSK3beta inhib	GSK3A inh
CCOCC(=O)N(CC)Cc1ccccc1	2	0.1	18	-7	-12	-4	-18	-3	-4	-2
CCCCN(C1CCS(=O)(=O)C1)S(=O)(=O)c1ccc(OC)cc1 (stereo unspecified)	.	-51	23	.	-3	-5	9	.	1	1
CN(C)S(=O)(=O)N1CCN(c2ccc([N+](=O)[O-])cc2)CC1	6	0.1	14	-28	-6	5	8	0	0	1
C=CCn1c(C(C)NC(=O)c2ccccc2C)n[nH]c1=S (stereo unspecified)	2	-1.1	16	2	-6	-9	9	10	1	-3
CCN1CCN(C(c2cccs2)C(C)NC(=O)c2ccco2)CC1 (stereo unspecified)	3	-0.2	32	-28	-3	-4	5	4	3	-3
O=C(O)CCCC(=O)Nc1ccc(S(=O)(=O)Nc2nccs2)cc1	-4	0.1	18	0	-14	-2	0	5	-2	-2
CCCOc1ccc(Cc2nn3c(=O)/c(=C/c4ccco4)sc3nc2=O)cc1	-2	-0.3	0	19	2	-3	0	-7	0	-3
COc1ccc(-c2noc(COc3ccc4c(c3)OCO4)n2)cc1OC	-1	0.0	14	-32	19	8	-9	1	-1	-2
Cc1c(C(=O)OCc2ccccc2)[nH]c2c1C(=O)CC(c1ccco1)C2 (stereo unspecified)	-4	1.5	25	77*	-22	-20	34	81*	-1	-4
O=C(Nc1ccc(S(=O)(=O)Nc2nccs2)cc1)c1ccc(S(=O)(=O)N2CCOCC2)cc1	-1	-0.5	29	-22	-12	-7	-4	-1	1	2
O=C(Nc1nc(-c2ccccn2)cs1)C1COc2ccccc2O1 (stereo unspecified)	-2	.	.	6	.	.	.	-4	.	0
